# Screens (PubChem)
# C2C12 statin = protects C2C12 myotubes from simvastatin toxicity; AID 602340; 330,000 compounds, 0.78% hits; rescue of ATP level, % at 7.49 µM; ATP luminescence, 48 h; scaled: DMSO 0, geranylgeraniol control 100;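 active = mean ATP rescue above about 67%, or every replicate alone reaching that limit, limit read from the data, passing the limit was not always enough; inconclusive = no clear call, values can overlap the other calls; inactive = mean under the limit and some replicate under it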;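 note: myotubes were challenged with 10 µM simvastatin during compound exposure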
# FN deposit inh = fibronectin deposition inhibition; 350,000 compounds, 0.086% hits; inhibition, % at 12.6 µM; AH1F fibroblasts, Alexa488-fibronectin deposition fluorescence, overnight;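 active = mean inhibition across replicates of 30% or more, regardless of how many single replicates reach that level; inconclusive = mean under 30% yet at least half of replicates reach 30%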;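 note: positive control wells lacked labelled fibronectin entirely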
#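 Material: AH1F fibroblasts assembling fluorescent fibronectin matrix; amount: 10000 AH1F cells/well; medium: DMEM, 2% serum; reagent: Alexa488-fibronectin, 24 nM final in well; dosing: single compound dose, delivered by pin transfer; incubation: 1 h adhesion, overnight exposure; detection: fluorescence after three HBSS washes, excitation 485 nm, emission 525 nm; measure: fibronectin deposition inhibition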
# Casp6 inh = inhibitors of human caspase-6 | P55212 | purified caspase-6, Z-VEID-R110 cleavage fluorescence | inhibition, % at 12.5 µM | 350,000 compounds, 0.53% hits | AID 686996;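 active = mean inhibition across replicates at least about 35%, with every replicate also reaching that limit, limit read from the data; inconclusive = only one of the two criteria met; inactive = neither criterion met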;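 note: 0% = median of neutral control wells and 100% = no fluorescence left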
# Target sequence (P55212 24-179 limits assumed): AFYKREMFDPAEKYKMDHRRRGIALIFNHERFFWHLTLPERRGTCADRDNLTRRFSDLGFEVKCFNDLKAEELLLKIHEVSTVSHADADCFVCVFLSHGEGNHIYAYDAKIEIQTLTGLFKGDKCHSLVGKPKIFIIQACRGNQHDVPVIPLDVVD
# Target sequence (P55212 194-293 limits assumed): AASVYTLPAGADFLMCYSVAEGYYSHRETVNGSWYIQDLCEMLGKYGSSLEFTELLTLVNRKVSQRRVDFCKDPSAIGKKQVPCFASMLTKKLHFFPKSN
# SIRT5 block = blocks human SIRT5 desuccinylation of peptide | AID 652115 | inhibition, % at 15 µM | Q9NXA8 | 330,000 compounds, 1.1% hits | Purified SirT5, succinyl-peptide AMC, trypsin-coupled fluorescence; in the data active = inhibition above about 15%; inconclusive = no clear call, values can overlap the other calls
# Target sequence (Q9NXA8 whole entry, looked up): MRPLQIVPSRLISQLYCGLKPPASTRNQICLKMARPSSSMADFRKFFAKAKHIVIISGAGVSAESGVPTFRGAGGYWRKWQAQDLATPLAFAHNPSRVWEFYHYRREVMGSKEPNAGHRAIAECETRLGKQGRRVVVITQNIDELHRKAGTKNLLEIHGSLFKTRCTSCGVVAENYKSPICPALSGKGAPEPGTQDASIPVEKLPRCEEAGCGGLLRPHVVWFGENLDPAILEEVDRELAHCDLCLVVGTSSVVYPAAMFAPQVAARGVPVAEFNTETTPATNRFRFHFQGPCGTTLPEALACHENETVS
# S100A4 MyoIIA = inhibitors of human S100A4 binding to myosin IIA peptide | inhibition, % at 10.7 µM | S100A4/TAMRA-MyoIIA peptide fluorescence polarization | AID 652163 | 360,000 compounds, 0.14% hits;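 active = mean inhibition of at least 70% across replicates, with every replicate also reaching that level; inconclusive = mean inhibition reaches 70% but some replicates fall short; inactive = mean inhibition below 70%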
# Target sequence (P26447 whole entry, looked up): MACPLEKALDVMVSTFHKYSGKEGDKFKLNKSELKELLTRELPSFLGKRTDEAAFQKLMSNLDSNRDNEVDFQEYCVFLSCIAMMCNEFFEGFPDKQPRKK
#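 Test system: S100A4 monomer protein; Medium: HEPES pH 7.2 with CaCl2, KCl, NaCl, DTT, Triton; Probe or stimulus: TAMRA-labelled myosin IIA heavy-chain peptide probe, 5 nM; Doses: one dose per compound; Times: polarization read 5 min after assay mix addition, stable 5–60 min; Benchmarks: neutral control DMSO, positive control TFP.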
# esBAF inh = blocks esBAF chromatin remodeling in mouse ES cells | Bmi1-luciferase knock-in reporter, 24 h; 100% = twice the neutral-well signal | reporter increase, % at 12.5 µM | 350,000 compounds, 2% hits | AID 602393; in the data active = activation above about 40%; inconclusive = no clear call, values can overlap the other calls;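 note: 0% = median of the plate's neutral control wells and 100% = double that signal; a rise in the Bmi1 reporter signal indicates esBAF inhibition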
# LGR2 antag = inhibitors of bursicon-induced Drosophila LGR2 receptor cAMP signaling. HEK293 LGR2, CRE-luciferase, bursicon-stimulated, 4 h. inhibition, % at 9.99 µM. 380,000 compounds, 0.35% hits;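 active = drop in luminescence signal, shown as inhibition above about 50% in the replicate tests, limit read from the data, passing the limit was not always enough; inconclusive = probably only some replicates passing the limit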;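 note: agonist challenge used bursicon conditioned medium at about half maximal strength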
# Numbers without * were called inactive; ? = inconclusive; nt = no result given. Some of the compounds tested (hit frequency here may not be typical).
SMILES,C2C12 statin,FN deposit inh,Casp6 inh,SIRT5 block,S100A4 MyoIIA,esBAF inh,LGR2 antag
Cc1noc(C)c1NC(=O)Nc1ccc2c(c1)CC(=O)N([C@@H](C)CO)C[C@@H](C)[C@@H](CN(C)CC1CC1)O2,31,-15,-4,0,-5,2,-5
COc1ccc2c3c(n(C)c2c1)[C@@H](CO)N(Cc1ccccc1F)CC31CCN(C(=O)C2CCCC2)CC1,nt,nt,0,3,5,nt,13
COc1cc(C)ccc1OCCCCOc1ccccc1C(C)=O,nt,0,0,-6,4,nt,7
COc1ccccc1S(=O)(=O)N[C@H]1CC[C@H](CC(=O)NCc2cccc(F)c2)O[C@H]1CO,2,-13,2,1,-5,1,-11
COc1ccc(N2CCN(C(=O)c3ccc4nc(N5CCCCC5)sc4c3)CC2)cc1,33,-5,2,nt,-3,62*,-99
N#Cc1cnn(Cc2ccccc2)c1/N=C/N1CCOCC1,-5,1,nt,nt,nt,-1,nt
COc1ccc(S(=O)(=O)N(C)CC(=O)NCCc2ccccc2)cc1OC,2,-2,2,1,0,0,-4
O=C(C1CCCN(C2CC(=O)N(c3ccc(Cl)cc3)C2=O)C1)N1CCCC1 (stereo not given),7,nt,0,4,-1,-1,11
CCOC(=O)c1cc2cc(CC(=O)c3ccc(OCC)cc3O)ccc2o1,97*,2,nt,nt,nt,13,nt
CC(C)N(C(=O)CSc1nnc(CSc2ncccn2)n1C)C(C)C,7,-6,3,-7,4,2,0
O=C(C[C@H]1C[C@@H]2c3cc(NS(=O)(=O)c4ccc(F)cc4)ccc3O[C@@H]2[C@H](CO)O1)NCc1ccccc1F,5,-3,-2,5,-4,-3,16
CC(=O)Nc1cccc(NC(=O)CSc2nnnn2C)c1,nt,nt,0,-2,-8,nt,-9
Brc1cccc(CNn2cnnc2)c1,-3,-14,3,1,0,-4,-6
COc1ccc(C(=O)Nc2nnc(CC(=O)N/N=C/c3ccc(O)cc3O)s2)cc1,nt,-2,1,17*,1,nt,9
O=C1c2cc(S(=O)(=O)N(CCO)CCO)ccc2-c2ccc(S(=O)(=O)N(CCO)CCO)cc21,nt,1,4,0,-7,nt,nt
COCCNC(=O)C[C@@H]1C[C@H]2c3cc(NC(=O)NC4CCCC4)ccc3O[C@H]2[C@@H](CO)O1,9,nt,2,-9,5,5,-3
Cc1nc2sccn2c(=O)c1S(=O)(=O)Nc1ccc(N2CCOCC2)c(Cl)c1,-5,2,-1,0,0,-5,-4
CCn1c(SCC(=O)NCc2cccs2)nnc1-c1ccncc1,10,nt,-3,-1,0,-3,16
COC(=O)c1ccc(NC(=O)c2ccc3c(c2)C(=O)N(C)C3=O)cc1,3,-3,-4,-1,5,-8,-4
O=C(NC(=S)Nc1ccc2c(c1)OCCO2)c1ccco1,-11,-3,4,10,-1,18,nt
Cc1cccc(S(=O)(=O)C(C#N)c2nc3ccccc3nc2N2CCOCC2)c1 (stereo not given),-5,nt,6,-4,-5,3,5
Cc1ccsc1C(=O)Nc1cc(Cl)ccc1-n1cncn1,13,-1,-8,9,4,-4,-20
OCCOc1cccc(CN2CCC(CO)(CCOc3ccccc3)CC2)c1,nt,-17,-7,-5,1,nt,-3
CCOc1ccc(NC(=O)C(C)N2C(=O)c3ccccc3S2(=O)=O)cc1 (stereo not given),-9,-3,-5,-1,-3,-5,-11
CCN1[C@H](C(=O)NC2CCC2)[C@@H](CO)[C@@H]2Cn3c(ccc(-c4ccc(OC)cc4)c3=O)[C@@H]21,20,nt,7,-17,11,4,30

# Later entries.
SMILES,C2C12 statin,FN deposit inh,Casp6 inh,SIRT5 block,S100A4 MyoIIA,esBAF inh,LGR2 antag
Clc1ccc(-c2nnc(-c3ccc4ccccc4c3)o2)cc1,0,nt,4,nt,1,?,-51
CN(C)c1ccc2c(c1)[C@@H]1C[C@@H](CC(=O)N3CCCCC3)O[C@H](CO)[C@@H]1O2,nt,1,14,1,10,nt,-9
COc1cccc(C(=O)Nc2cc(C(=O)NCc3ccc(C)cc3)ccc2N2CCC3(CC2)CC(c2cccc(Br)c2)=NO3)c1,-1,-13,-4,1,-30,6,-11
Cc1cccc(CN2CCN(Cc3ccco3)CC2)c1,-1,6,1,1,-2,0,-18
CCCS(=O)(=O)NCc1cn2c(C)csc2n1,2,2,-1,-6,-3,33,nt
CO[C@@H]1CN(C)C(=O)c2cc(NC(=O)c3cnccn3)ccc2OC[C@H](C)N(CCc2ccccc2)C[C@H]1C,1,-9,-2,nt,15,-2,-4
CCCc1c(C(=O)N/N=C(\C)c2cccnc2)nnn1-c1nonc1N,1,-2,-123,nt,17,-7,-18
O=C(CN1CCN(c2cccc(Cl)c2)CC1)Nc1nccs1,nt,7,-2,-4,-9,nt,11
C[C@@H]1CCCCO[C@@H](CN(C)C(=O)Nc2ccc3c(c2)OCO3)[C@H](C)CN([C@@H](C)CO)C(=O)c2cc(N(C)C)ccc2O1,-32,nt,nt,nt,nt,-1,3
N#Cc1ccc2sn(-c3ccccc3)c(=O)c2c1,-8,nt,-1,1,1,32,-40
Cc1cnc(C(=O)OCC(=O)NC(C)CCc2ccccc2)cn1 (stereo not given),nt,-9,3,1,-6,nt,6
Cn1ccc(C(=O)N/N=C/c2ccccc2[N+](=O)[O-])n1,nt,4,-1,-3,6,nt,-30
O=C1CCCc2oc3ccc(NS(=O)(=O)c4cccc5cccnc45)cc3c21,-17,-3,-1,-1,3,5,nt
CC(NC(=O)c1ccco1)C(=O)OC(C)C(=O)NCc1ccccc1 (stereo not given),-1,-20,1,-3,-29,1,5
Cc1ccc(CCC(=O)Nc2ccc(C#N)cc2)o1,24,3,-3,-10,0,-4,-4
CCn1cc(C(=O)N[C@@H](CCSC)C(=O)NCCN2CCOCC2)c(=O)c2cc3c(cc21)OCO3,13,7,1,-2,-1,4,-10
CCC(=O)Nc1ccccc1Sc1ncnc2scc(-c3ccccc3)c12,nt,-15,0,nt,3,nt,-8
O=C(O)c1ccc(COc2ccccc2/C=C2\NC(=O)N(Cc3ccccc3F)C2=O)cc1,-5,0,2,-4,4,7,-14
CC(C)N(C(=O)CSc1nnc(-c2ccc3c(c2)OCO3)n1C)C(C)C,nt,3,2,-8,-4,nt,21
Cn1cnc(S(=O)(=O)N[C@H]2CC[C@@H](CC(=O)NCC3CC3)O[C@H]2CO)c1,0,-11,-2,1,-33,0,5
Cc1ccc(S(=O)(=O)N(C)Cc2ccc(C(=O)NN=C3C4CC5CC(C4)CC3C5)cc2)cc1,-1,-2,-5,10,-1,1,26
CCOC(=O)C1=NOC2COC3(CCN(c4ncccn4)CC3)OCC12 (stereo not given),4,1,-2,-3,4,4,nt
CNC(=O)C[C@@H]1CC[C@H]2[C@H](COc3ccc(NS(=O)(=O)c4ccc(F)cc4)cc3C(=O)N2C)O1,-2,4,nt,nt,nt,5,-16
CC(=C1C2C=CC1C1C(=O)NC(=O)C21)c1ccccc1 (stereo not given),3,nt,nt,nt,nt,-8,8
COCCNC(=O)C[C@H]1CC[C@H](NC(=O)NC2CCCCC2)[C@H](CO)O1,4,nt,nt,-5,nt,-5,4

# More compounds follow.
SMILES,C2C12 statin,FN deposit inh,Casp6 inh,SIRT5 block,S100A4 MyoIIA,esBAF inh,LGR2 antag
O=C(N/N=C/C=C/c1ccco1)c1cccs1,nt,6,32,1,-6,nt,9
C[C@H](CO)N1C[C@H](C)[C@H](CN(C)C(=O)Nc2ccc(F)cc2)Oc2c(NS(=O)(=O)c3ccccc3)cccc2C1=O,-2,nt,-1,-1,22,-1,-1
C[C@H]1CN([C@@H](C)CO)C(=O)c2cc(NS(C)(=O)=O)ccc2O[C@@H]1CN(C)Cc1ccc(C(=O)O)cc1,32,nt,-2,4,18,-3,-15
C[C@@H]1CN([C@@H](C)CO)C(=O)c2cccc(NC(=O)Nc3ccc4c(c3)OCO4)c2O[C@@H]1CN(C)C(=O)Nc1ccc(C(F)(F)F)cc1,nt,nt,0,1,6,-1,16
Cc1ccc(CNC2CCCCC2)s1,0,0,1,-3,-10,-2,-17
COc1ccc(Nc2ccc(Nc3ccc(OC)cc3)nn2)cc1,15,-9,nt,-3,2,10,-23
COc1ccc(C2NC(=O)NC(C)=C2C(=O)OCc2ccccc2)cc1 (stereo not given),6,2,-6,0,-4,-3,14
C[C@H](CO)N1C[C@H](C)[C@H](CN(C)Cc2ccncc2)Oc2cc(C#C[C@@H](C)O)ccc2S1(=O)=O,0,-11,1,2,-2,-11,-22
COCCCNc1nc2c([nH]1)c(=O)[nH]c(=O)n2C,133*,1,nt,nt,13,2,nt
CCCCCc1ccc(-c2ccc(=O)[nH]n2)cc1,48,5,nt,nt,nt,18,nt
Cc1ccc(NC(=O)COC(=O)[C@@H]2CCCN2C(=O)c2cccs2)cc1S(=O)(=O)N(C)C,2,1,-1,-7,-4,0,14
CCOC(=O)Cc1csc(NC(=O)Nc2ccc(F)cc2)n1,5,-7,0,0,-3,16,0
CNS(=O)(=O)c1cccc(C(=O)OCC(=O)Nc2ccccc2F)c1,nt,nt,-4,nt,6,nt,-28
CS(=O)(=O)N1CCN(c2ccc([N+](=O)[O-])c(NCc3ccc(Cl)cc3)c2)CC1,nt,4,1,3,0,nt,2
CC1CN(C(=O)CSc2cn(CC(=O)N3CCOCC3)c3ccccc23)CC(C)O1 (stereo not given),10,-9,4,-4,-2,1,-3
CCOC(=O)C1(CCc2ccccc2)CCN(Cc2ccn[nH]2)CC1,2,6,-5,-2,10,-2,nt
C[C@H](CO)N1C[C@H](C)[C@H](CN(C)S(=O)(=O)c2cccs2)Oc2ccc(NC(=O)Nc3ccccc3)cc2CC1=O,-58,nt,1,-4,-9,7,-24
c1ccc(CCn2cccc2)nc1,4,nt,4,nt,9,-2,17
CC(=O)N(C)C[C@@H]1Oc2ncc(C#Cc3cccnc3)cc2C(=O)N([C@@H](C)CO)C[C@H]1C,-2,-14,0,-1,2,0,-12

# Copied from the list:
# Result of c1ccc(CCn2cccc2)nc1 under LGR2 antag: 17
# Result of CCCCCc1ccc(-c2ccc(=O)[nH]n2)cc1 under FN deposit inh: 5
# Result of COc1ccc(C2NC(=O)NC(C)=C2C(=O)OCc2ccccc2)cc1 (stereo not given) under SIRT5 block: 0

# Among those listed so far, these have an aryl thioether with sulfur outside any ring:
SMILES,C2C12 statin,FN deposit inh,Casp6 inh,SIRT5 block,S100A4 MyoIIA,esBAF inh,LGR2 antag
CC(C)N(C(=O)CSc1nnc(CSc2ncccn2)n1C)C(C)C,7,-6,3,-7,4,2,0
CC(=O)Nc1cccc(NC(=O)CSc2nnnn2C)c1,nt,nt,0,-2,-8,nt,-9
CCn1c(SCC(=O)NCc2cccs2)nnc1-c1ccncc1,10,nt,-3,-1,0,-3,16
CCC(=O)Nc1ccccc1Sc1ncnc2scc(-c3ccccc3)c12,nt,-15,0,nt,3,nt,-8
CC(C)N(C(=O)CSc1nnc(-c2ccc3c(c2)OCO3)n1C)C(C)C,nt,3,2,-8,-4,nt,21
CC1CN(C(=O)CSc2cn(CC(=O)N3CCOCC3)c3ccccc23)CC(C)O1 (stereo not given),10,-9,4,-4,-2,1,-3
